SSB-PriA inh = K. pneumoniae PriA-SSBct interaction inhibition | inhibition, % at 33 µM | AlphaScreen SSBct-PriA binding, biotinylated peptide | 430,000 compounds, 0.6% hits; in the data active = inhibition mostly above about 37%, no sharp cut-off; inactive = mostly below about 20%;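 also: plate controls were negative control peptide for no effect and reference peptide for full effect; strong numbers were not always called active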
* hit, by the source's call; & = joins results of further samples; ! = not confirmed by another sample. These rows are one share of the data. The share of hits here may be higher or lower than overall.

Molecule | SSB-PriA inh
O=C(Nc1cccnc1)c1ccc(CNS(=O)(=O)c2cccc(C(F)(F)F)c2)cc1 | -6
Cc1cc(C(=O)N2CCN(C)CC2)nn1CC(=O)N1CCC[C@H](C)C1 | -2
Cc1cc(C)n(CCc2nc(-c3ccc(Cl)cc3)no2)n1 | -20
O=C(CSC1CCCC1)NCC1(O)CCOCC1 | 4
COc1cc(-c2ccc(C)cc2)nc2ccc(C(=O)N3CCN(c4ccc(F)cc4)CC3)cc12 | -25
Cc1cc([N+](=O)[O-])nn1CC(=O)NN=Cc1ccc(O)cc1O | 14
COc1cc(C(=O)NN=Cc2coc3ccccc3c2=O)cc(OC)c1OC | 4
CCOc1ccc(-c2noc(CSc3nc4ccsc4c(=O)n3C3CC3)n2)cc1 | -2
O=C([C@@H]1CC=CCC1)N1CCN(c2nccn3nc4c(c23)CCCC4)CC1 | -9
Cc1ccc(Cl)cc1NC(=O)C1CCCN1/C=C/C(=O)C(F)(F)F (stereo not given) | -4
CCOC(=O)C1=C(C)N=c2sc(=Cc3cccc(OCC(=O)O)c3)c(=O)n2C1c1ccccc1 (stereo not given) | -8
COc1ccc(Cl)cc1-n1c(N)c(C(=O)NC2CCCCC2)sc1=S | 20
Cc1noc(CNC(=O)C2(c3ccc(Cl)cc3)CCCC2)n1 | -11
O=C(COc1ccc2ccc(=O)oc2c1)N1C[C@H]2C[C@H](C1)c1cccc(=O)n1C2 | 5
COc1ccc2nc(-c3ccc(Cl)c(NC(=O)c4ccc(F)c(F)c4)c3)cn2n1 | -5
CCn1c(=NC(=O)c2ccn(C)n2)sc2cc(F)ccc21 | -2
Cc1nnsc1C(=O)N1CCC[C@H](Cc2nc(-c3ccsc3)no2)C1 | -7
Cc1cc(C)nc(SCC(=O)NN=Cc2ccc3c(c2)OCO3)n1 | -4
O=C(c1ccc(Br)s1)N(Cc1ccccn1)c1nc2ccccc2s1 | -13
CC(C)Cn1c(=O)c2ccccc2n(Cc2nc(-c3ccccc3)no2)c1=O | -15
COc1cn(CC(=O)Nc2ccc(Cl)cc2)c(CO)cc1=O | 10
CC1CCN(c2nc3c(c(=O)n(C)c(=O)n3C)n2C[C@H](O)COc2ccc(Cl)cc2Cl)CC1 | -14
COc1ccc(SCC(=O)Nc2cccc3ccccc23)cc1 | -16
Cc1ccc(NC(=O)CSc2ccc(-c3ccco3)nn2)cc1F | -5
Cc1cc(C=Nn2cnnc2)c(C)n1-c1ccc(OCc2ccc(F)cc2)cc1 | 8
O=S(=O)(Nc1ccc(-c2ccc(N3CCCCC3)nn2)cc1)c1ccc2ccccc2c1 | -21
O=C(c1cnn2c1CCCC2)N1CCN(S(=O)(=O)/C=C/c2ccccc2)CC1 | -4
CCOC(=O)c1nn(-c2ccccc2Cl)c(=O)cc1OCC(=O)Nc1ccc(C(F)(F)F)cc1 | 0
COCCNC(=O)NC1CCN(c2cc(C(F)(F)F)ncn2)CC1 | -1
CCOc1ccc(NC(=S)C(=C([O-])c2ccc(C)c([N+](=O)[O-])c2)[n+]2ccccc2)cc1 | 6
O=C(NCC1CCN(C(=O)c2cc3ccccc3o2)CC1)c1cncc(Br)c1 | -2
CCOc1ccc(-c2ccc(NC(=O)c3cc(OC)c(OC)c(OC)c3)cc2)nn1 | -2
Cc1cccc(C=NNC(=O)c2cc(-c3cccnc3)nc3c2c(C)nn3-c2ccccc2)c1 | -3
CC(Cc1ccoc1)NC(=O)c1cc(-c2ccco2)on1 (stereo not given) | -12
O=C(NCC#CCOc1cccc(C(F)(F)F)c1)c1ccco1 | -17
COc1cc(C=NNC(=O)c2c(C)nc3cc(C)ccn23)ccc1O | -14
CCn1c(=NC(=O)c2ccn(C)n2)sc2c(C)ccc(OC)c21 | 7
COc1cccc(-c2ccc(=O)n(Cc3nc(-c4ccccc4Br)no3)n2)c1 | -6
Cc1cc(-c2nnc(NC(=O)C3CCCN(S(=O)(=O)c4ccc(F)cc4)C3)o2)nn1C (stereo not given) | 1
CC(C)Cc1nnc(-c2cc3ccccc3n2CC(=O)NCc2ccco2)o1 | 0
O=C(COCc1ccccc1)NC1CCC(Oc2ncc(F)cn2)CC1 (stereo not given) | -6
O=C(Nc1nc(-c2ccccn2)cs1)C1=COCCO1 | 106*
O=C(Cn1c(=O)oc2ccccc21)N1CCc2ncncc2C1 | -8
O=C(NCc1cccc2ccccc12)NCc1nnnn1-c1ccc(F)c(F)c1 | 1
COCCNC(=S)NN=C(C)c1ccccc1O | -16
Cc1nc(SC(C)c2ccccc2)[nH]c(=O)c1CC(=O)NCc1ccc(F)cc1 (stereo not given) | -13
C#CCn1c(=NC(=O)c2ccco2)sc2c(C)cc(C)cc21 | 2
Cc1cccc2sc(OC3CN(C(=O)OC(C)(C)C)C3)nc12 | -1
CCOC(=O)NN=C(c1ccccc1)C1CCCCC1 | -15
COc1ccc(CCC(=O)NCCSc2ncc(-c3ccc(OC)cc3)[nH]2)cc1 | 38*
O=C(CSc1nnc2ccc(-c3ccccn3)nn12)NC1CCCCC1 | 16
CC(=O)c1ccc(C(=O)Nc2nc3c(cc4c5c(cccc53)CC4)s2)cc1 | -14
COc1ncc(NC(=O)C2CCCC2)c(OC)n1 | -20
COc1ccc(C(=O)Nc2c(N)nc(SCC(=O)N3CCOCC3)[nH]c2=O)cc1 | -4
CC(=O)c1ccc(OC(=O)c2ccc(Cl)cc2)cc1 | -4
O=C(NC1CCCCC1)N1CCn2cccc2C1c1cccnc1 (stereo not given) | -1

The results go on:
Molecule | SSB-PriA inh
COc1cccc(OC)c1C(=O)NCc1sc2nc(-c3ccc(F)cc3)cn2c1C | -10
CCOc1ccccc1C(=O)NCCOc1ccc2nnc(-c3ccccc3)n2n1 | -3
CC(=O)Nc1nc(CC(=O)N2CCN(c3cccc(Cl)c3)CC2)cs1 | 22
O=C(NCCc1csc(-c2ccc(Cl)cc2)n1)C(=O)Nc1ccc2c(c1)OCCO2 | 2
O=C(NCCCn1nc(-c2ccncc2)ccc1=O)Nc1ccc(F)cc1 | -19
CSc1ccccc1C(=O)NCc1nnc2ccc(-c3cccs3)nn12 | -17
Cc1noc(C2CN(S(=O)(=O)c3ccc(Br)cc3)C2)n1 | -14
O=C1c2cccc3cccc(c23)C(=O)N1CCCCCc1nnc(Nc2ccc(S(=O)(=O)O)cc2)s1 | 11

Pulled by structure from above:
Molecule | SSB-PriA inh
O=C(NCCc1csc(-c2ccc(Cl)cc2)n1)C(=O)Nc1ccc2c(c1)OCCO2 | 2
CC(=O)Nc1nc(CC(=O)N2CCN(c3cccc(Cl)c3)CC2)cs1 | 22
COc1cccc(OC)c1C(=O)NCc1sc2nc(-c3ccc(F)cc3)cn2c1C | -10

Remaining list, next part.
Molecule | SSB-PriA inh
O=C(/C=C/c1ccccc1)Nc1ccc(Br)cc1 | 1
O=C(NCC(Cc1cccc(F)c1)N1CCCCC1=O)c1cccnc1 (stereo not given) | -1
CN1CC(=O)NC1=NC(=O)Nc1ccc2c(c1)N(C)C(=O)CS2 | 4
Cc1cc(C)n(-c2ccc(=O)[nH]n2)n1 | 10
COc1ccccc1-c1cc2c(=O)n(Cc3ccc(F)cc3Cl)ccn2n1 | 5
O=C(Nc1nnc(-c2cccs2)o1)C1CC(=O)N(c2ccc(F)cc2)C1 (stereo not given) | 27*!
Cc1csc(NC(=O)c2ccc(=O)n(Cc3ccccc3F)c2)n1 | 11
Cc1cccc(C)c1NC(=O)Cc1cc(=O)[nH]c(SCc2cccc(Cl)c2)n1 | -11

4 entries from above, with each value named:
> O=C(NCC(Cc1cccc(F)c1)N1CCCCC1=O)c1cccnc1 (stereo not given)
  SSB-PriA inh = -1

> CN1CC(=O)NC1=NC(=O)Nc1ccc2c(c1)N(C)C(=O)CS2
  SSB-PriA inh = 4

> Cc1cc(C)n(-c2ccc(=O)[nH]n2)n1
  SSB-PriA inh = 10

> COc1ccccc1-c1cc2c(=O)n(Cc3ccc(F)cc3Cl)ccn2n1
  SSB-PriA inh = 5

The list continues:
Molecule | SSB-PriA inh
CC(C)=CCC(C)(C)C=NNC(N)=O | 0
COc1cccc(NC(=O)Cn2nc(S(=O)(=O)c3ccc(Cl)cc3)ccc2=O)c1 | 15
c1ccc2c(c1)nc(CN1CCCC1)n1c3ccccc3nc21 | 12
FC(F)(F)CNCc1ccsc1 | 9
CCOC(=O)Cn1cnc(C(=O)OCC)c1 | -13
Cc1cccc(-c2n[nH]c(=S)n2N=C/C=C/c2ccco2)c1 | -2
O=C(NN=Cc1cc(Br)c(O)c(Br)c1O)c1ccc2c(c1)OCCO2 | -2
CC(Cc1ccoc1)NC(=O)Nc1cccs1 (stereo not given) | 4
O=C(Nc1ccc(Nc2cc(-n3cccn3)ncn2)cc1)c1cccc(C(F)(F)F)c1 | 12
CCOC(=O)c1sc(Nc2ccccn2)nc1C | 0
CC(=O)c1cc2cc(F)ccc2oc1=O | 1
COc1ccc(NC(=O)C2CCCN(c3ccc(-c4nc(C)no4)cn3)C2)cc1F (stereo not given) | -20
Cc1nc(C)c(C(=O)Nc2cccc(C(F)(F)F)c2)o1 | -4
COC(=O)c1cc(Cl)ccc1NC(=O)Cn1cc(-c2nc(-c3ccc(C)cc3)no2)ccc1=O | -2
O=C(NCc1ccc(C(O)c2ccco2)s1)C(=O)Nc1ccc(OC(F)(F)F)cc1 (stereo not given) | 13
COc1ccccc1OCC#CCNC(=O)Cn1ccc2ccccc21 | -2
Cn1c(=O)c2c(nc3n(CC(=O)OCc4ccccc4)c(-c4ccccc4)cn23)n(C)c1=O | -6
O=C(Nc1ccon1)c1cccc(Oc2ccccn2)c1 | 1
COc1ccc(OC)c(S(=O)(=O)Nc2ccc3c(c2)OCC(C)(C)C(=O)N3)c1 | -3
O=C1CCc2cc(S(=O)(=O)N(Cc3ccsc3)Cc3ccco3)cc3c2N1CC3 | -19
COc1cc2c(cc1OC)C(=O)OC2 | -22&10
Cc1nc(NCCNC(=O)Cc2ccccc2)cc(N2CCCC2)n1 | -31
COc1cc(OC)cc(C(=O)N2c3ccccc3N3C(c4c(C)cc(C)cc4C)=NON23)c1 | 9
O=C(C1=CN(c2ccc(Cl)c(C(F)(F)F)c2)c2ccccc2S1(=O)=O)N1CCCC1 | -14
COc1ccc(C=NN2CCN(Cc3ccccc3)CC2)cc1 | 18
COC(CNS(=O)(=O)c1ccc([N+](=O)[O-])cc1)OC | 1
CC(C)(C)c1ccc(NS(=O)(=O)c2cccc(F)c2)cc1 | -12
COc1ccc(NC(=O)Cc2csc(Nc3ccccc3)n2)cc1Cl | 16
O=C(C1CC1)N1CCc2ccc(NS(=O)(=O)Cc3ccccc3)cc21 | -13
COc1ccc(Cc2nnc(NC(=O)c3cccc(OC)c3)o2)cc1 | 3
O=C(CN1CC(c2nc(C3CC3)no2)C1)NCc1ccc2c(c1)OCO2 | -5
Cc1ccc(-c2ccc(N3CCN(S(=O)(=O)c4cc(F)ccc4F)CC3)nn2)c(C)c1 | 0
O=C(Cc1c[nH]c2ccccc12)NCCn1nc(-c2ccco2)n(C2CC2)c1=O | -3
O=C(Nc1cccc(-c2ccc3nncn3n2)c1)c1cc(N2CCCC2)ncn1 | -10
CCOc1ccc(C(=O)Nc2sc3c(c2-c2nc4ccccc4s2)CCN(C(C)C)C3)cc1 | -17
Cc1ccc2c(CC(=O)Nc3cccc(Cl)c3C)cc(=O)oc2c1 | -22
COc1ccc(Cl)cc1NC(=O)NCCOc1ccc(F)cc1 | -9
O=C(Nc1cccc(-c2nc3ccccc3[nH]2)c1)c1ccc(Cl)cc1 | 11
CS(=O)(=O)c1ccc(CC(=O)Nc2c(C(N)=O)oc3ccccc23)cc1 | 10
CC(C)C(=O)Nc1ccc(SCC(=O)N2CCCc3ccccc32)nn1 | -10
COc1cccc(NC(=O)NCCC(O)c2cccs2)c1OC (stereo not given) | 5
COCCNC(=O)NCCn1ccnc1-c1ccccn1 | 3
CCn1c(C2CCN(C(=O)c3ccsc3)CC2)nn(CCOC)c1=O | -20
CCOC(=O)CCC(=O)N1CCC[C@H](Cc2nc(-c3ccsc3)no2)C1 | 2
CCOc1ccccc1NC(=O)CSc1nnc(NC(=O)Nc2ccc(OC)cc2)s1 | -7
COc1ccccc1N1CCN(CCNC(=O)C(=O)Nc2cc(C)cc(C)c2)CC1 | -5&3
COC(=O)N1CCc2ccc(NS(=O)(=O)c3ccccc3OC(F)(F)F)cc2C1 | 6
O=C(Cc1ccc(Br)cc1)N1CCc2ncncc2C1 | 5
O=C1Nc2ccccc2C1=Nc1sc2c(c1C(=O)Nc1ccccc1)CCCC2 | 4
Cc1cc(C(=O)N2CCC(n3c(=O)[nH]c4ccc(F)cc4c3=O)CC2)c(C)o1 | -23
CCN(CCCNC(=O)c1cn[nH]n1)c1ccccc1 | -11
O=C(CCc1csc2nc(-c3ccccc3)cn12)Nc1nccs1 | 9
CC(=NNC(=O)CNS(=O)(=O)c1ccccc1)c1ccc(Br)cc1 | -6
CC(CCc1ccccc1)=NNC(=O)C(=O)NCc1ccccc1 | 1
O=C(CSc1ccncc1)NCCn1ncc2c(=O)n(Cc3cccc(F)c3)cnc21 | -12
CCn1ccnc1N1CCN(CC(=O)Nc2ccccc2C)CC1 | -3

The listing continues.
Molecule | SSB-PriA inh
O=C(Nc1ncccn1)c1c[nH]c2ccccc2c1=O | -7
Cc1nc2ccccc2n(C)c1=O | -11
CC1CCN(c2ccc(C=Nn3nnnc3N)cc2[N+](=O)[O-])CC1 | 2
O=S(=O)(NCC1(c2cccs2)CC1)c1ccc(Cl)cc1 | -12
COc1cccc(OCC(=O)N2CCN(CC(F)(F)F)CC2)c1 | -3
COc1c[nH]c(C(=O)Nc2cccc(F)c2)cc1=O | -9
CC(=O)O[C@]1(C)C(=O)OC/C2=C\CN(C)CCC(OC(=O)[C@@](O)(C(C)O)C[C@H]1C)C2=O (stereo not given in full) | -9

High-throughput results: PubChem BioAssay, Small Molecule Screening Facility, UW Madison
